SENP6 block: blocks the human protease SENP6; Q9GZR1; Recombinant SENP6 catalytic domain, aminoluciferin luminescence; inhibition, % at 10 µM; 330,000 compounds, 1.8% hits; AID 2599;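 active = inhibition above about 50% at the single tested dose, limit read from the data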;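 note: plate controls were DMSO wells with enzyme for no effect and DMSO wells lacking enzyme for full effect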
Target sequence (Q9GZR1 628-1112 limits assumed): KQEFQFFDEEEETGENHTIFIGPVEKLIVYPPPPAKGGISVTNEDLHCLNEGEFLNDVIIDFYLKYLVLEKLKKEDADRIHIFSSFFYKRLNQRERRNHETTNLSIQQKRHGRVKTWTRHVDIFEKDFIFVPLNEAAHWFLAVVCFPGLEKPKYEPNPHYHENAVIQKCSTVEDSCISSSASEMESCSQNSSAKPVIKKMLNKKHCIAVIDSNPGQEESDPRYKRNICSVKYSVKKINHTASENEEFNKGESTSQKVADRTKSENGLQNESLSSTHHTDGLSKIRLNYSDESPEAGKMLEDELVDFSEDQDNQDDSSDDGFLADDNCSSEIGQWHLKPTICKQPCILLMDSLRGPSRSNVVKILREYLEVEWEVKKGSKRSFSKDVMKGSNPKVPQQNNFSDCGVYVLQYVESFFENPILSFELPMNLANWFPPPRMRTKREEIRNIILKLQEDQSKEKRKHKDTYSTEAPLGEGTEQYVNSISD
MPTP inh: blocks calcium-induced mitochondrial swelling; isolated mouse mitochondria, Ca2+ swelling absorbance, 30 min; inhibition, % at 10 µM; 360,000 compounds, 1.4% hits; AID 602449;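 active = inhibition of 50% or more, scaled per plate between neutral and stimulator controls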;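 note: 0% = DMSO wells given calcium and 100% = 1 mM EGTA wells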
SENP1 inh: inhibitors of human SENP1 SUMO protease catalytic domain; Q9P0U3; recombinant SENP1 catalytic domain, CyPet-SUMO1-YPet FRET cleavage; inhibition, % at 10 µM; 360,000 compounds, 0.21% hits; AID 624204;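 active = inhibition at least 30% at 10 µM, raw YFP signal under a set limit, fluorescence ratio 0.5 to 1.5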;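 note: 0% = enzyme with DMSO and 100% = no enzyme wells; some results filed as inactive read as strong as hits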
Target sequence (Q9P0U3 419-644 limits assumed): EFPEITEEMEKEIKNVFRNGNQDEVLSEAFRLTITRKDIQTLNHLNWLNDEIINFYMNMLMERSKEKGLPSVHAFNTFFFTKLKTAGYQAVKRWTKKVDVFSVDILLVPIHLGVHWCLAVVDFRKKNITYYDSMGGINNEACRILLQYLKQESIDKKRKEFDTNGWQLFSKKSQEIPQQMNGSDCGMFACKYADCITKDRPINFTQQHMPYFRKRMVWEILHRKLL
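Material: hSENP1 catalytic domain, recombinant; medium: Tris pH 8 with BME, BSA, NP40 and catalase; compound: single concentration of 10 µM compound, 0.5% DMSO final; technique: FRET read of cyan and yellow fluorescence; timing: 50 min enzyme reaction, room temperature, light-protected; reagent: SFCypet-SUMO1-SFYpet substrate at 25 nM; control set: no-enzyme low, enzyme-DMSO high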
PfG6PD inh: PfG6PD (Plasmodium falciparum) enzyme inhibition | inhibition, % at 20 µM | 350,000 compounds, 0.78% hits | AID 504690 | PfGluPho enzyme, NADPH resazurin-diaphorase fluorescence;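 active = inhibition reaching at least a set limit at 20 µM in the primary screen, cut at about 59% in these data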;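 note: 0% = DMSO wells with substrate and 100% = DMSO wells lacking glucose-6-phosphate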
SENP8 block: SENP8 (human) protease inhibition; Q96LD8; AID 602440; inhibition, % at 20 µM; 360,000 compounds, 0.64% hits; recombinant SENP8, Nedd8 substrate fluorescence; in the data active = inhibition mostly above about 40%, no sharp cut-off; inactive = mostly below about 27%
ATG4B inhibitor: ATG4B (human) cysteine protease inhibition | Q9Y4P1 | ATG4B cleavage of LC3-PLA2, NBD-HPC fluorescence, 1 h | inhibition, % at 8.33 µM | 340,000 compounds, 0.51% hits; in the data active = inhibition above about 40%
Target sequence (Q9Y4P1 whole entry, looked up): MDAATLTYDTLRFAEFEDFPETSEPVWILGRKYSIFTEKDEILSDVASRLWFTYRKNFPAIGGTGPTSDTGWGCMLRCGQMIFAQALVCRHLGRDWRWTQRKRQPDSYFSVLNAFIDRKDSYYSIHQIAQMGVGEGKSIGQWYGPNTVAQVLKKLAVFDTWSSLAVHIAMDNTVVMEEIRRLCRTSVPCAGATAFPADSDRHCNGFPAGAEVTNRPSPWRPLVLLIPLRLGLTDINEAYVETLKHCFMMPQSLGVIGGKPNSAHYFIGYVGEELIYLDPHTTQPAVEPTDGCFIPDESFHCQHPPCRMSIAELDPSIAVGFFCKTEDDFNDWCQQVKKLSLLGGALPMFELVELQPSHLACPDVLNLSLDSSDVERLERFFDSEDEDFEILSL
GRIN3A LBD mod: modulators (binders) of human NR3A ligand-binding domain | Tm shift relative to glycine control, % at 25 µM | AID 1259313 | 340,000 compounds, 2.5% hits | NR3A LBD differential scanning fluorimetry, Tm shift; 0% = protein alone, 100% = glycine-bound protein;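 active = melting temperature shift of at least 10% of the positive control shift, at one fixed dose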
hIAP act: human IAP activation; P09923; purified human IAP, CDP-Star luminescence, 30 min; hits give high values; 1 = vehicle-only enzyme, 0 = enzyme-free background; activation factor at 10 µM; 330,000 compounds, 0.16% hits; AID 2524;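 active = activation factor of the enzyme at least 2-fold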; note: the source names both 10 and 20 µM as test concentration; values of inactives mirror those of a sister screen read the other way
* hit, by the source's call; . = not tested or not shown.

The opening 4 records (preview)
SMILES	SENP6 block	MPTP inh	SENP1 inh	PfG6PD inh	SENP8 block	ATG4B inhibitor	GRIN3A LBD mod	hIAP act
Cc1ccc2[nH]c3c(=O)n4c(nc3c2c1)SCC4	4	-0.5	4	11	-155	-5	-1	0.88
CCSC1=NCCN1C(=O)c1ccc(S(=O)(=O)N(C)C)cc1	-10	3.3	3	-2	17	7	1	1.1
CCN(C(=O)CSc1nnc(-c2ccc(F)cc2)c2ccccc12)C1CCS(=O)(=O)C1 (configuration not stated)	-30	-1.3	3	-4	21	-12	2	1
O=C(O)C1Cc2ccccc2CN1C(=O)COc1ccc(Cl)cc1 (configuration not stated)	17	-1.3	1	-16	7	10	-2	1.1

This part in full, previewed entries included:
SMILES	SENP6 block	MPTP inh	SENP1 inh	PfG6PD inh	SENP8 block	ATG4B inhibitor	GRIN3A LBD mod	hIAP act
Cc1ccc2[nH]c3c(=O)n4c(nc3c2c1)SCC4	4	-0.5	4	11	-155	-5	-1	0.88
CCSC1=NCCN1C(=O)c1ccc(S(=O)(=O)N(C)C)cc1	-10	3.3	3	-2	17	7	1	1.1
CCN(C(=O)CSc1nnc(-c2ccc(F)cc2)c2ccccc12)C1CCS(=O)(=O)C1 (configuration not stated)	-30	-1.3	3	-4	21	-12	2	1
O=C(O)C1Cc2ccccc2CN1C(=O)COc1ccc(Cl)cc1 (configuration not stated)	17	-1.3	1	-16	7	10	-2	1.1
CC(OC(=O)c1ccc(CN2CCCC2=O)cc1)C(=O)Nc1ccc(Cl)cc1 (configuration not stated)	-1	0.4	-1	-8	-5	-3	0	1
O=C(Nc1scc(-c2ccccc2)c1C(=O)O)c1ccc(F)cc1	91*	1.5	-1	55	-77	13	-10	0.98
COc1ccccc1C(O)(C(=O)NNc1ccccc1C)c1ccccc1OC	-26	0.9	1	-22	2	2	0	1
COC(=O)C(C(=O)NCC1CCCO1)C1CCCC1 (configuration not stated)	-18	-0.2	1	-14	18	-1	0	0.98
O=C(CCCc1ccccc1)Nc1ccccc1[N+](=O)[O-]	1	0.1	1	5	16	4	-2	1
CS(=O)(=O)N(CC(=O)N1CCCC1)c1ccc(Cl)cc1Cl	6	-0.4	3	-1	29	9	1	1
COc1cc(NS(=O)(=O)c2ccc(NC(=O)/C=C/c3ccc([N+](=O)[O-])cc3)cc2)ncn1	-13	-1.8	1	-14	5	-6	-8	1.2
O=C(Cc1ccc2c(c1)CCCC2)Nc1ccccc1Br	-17	0.3	1	17	6	2	-2	0.93
Cn1ccnc1SCC(=O)NC1CCCCC1	-30	0.9	1	-7	25	0	0	1.1
C#CCOCCOCCOCCNc1nc(N2CCN(C(=O)CCCCCCCCCCNC(=O)Cn3cc(C[C@@H](C)O)nn3)CC2)nc(N2CCN(C(=O)CCCCCCCCCCNC(=O)Cn3cc(C[C@@H](C)O)nn3)CC2)n1	-6	-2.3	2	8	14	0	-5	0.85
COc1cc(/C=N/Nc2nc3ccccc3s2)cc([N+](=O)[O-])c1O	11	4.8	1	24	42*	-7	-5	1
COc1cc(C)nc(NC(=O)COc2ccc(Cl)cc2C)n1	-40	1.1	0	18	24	-15	2	0.98
C=CCn1c(SCC(=O)N2CCOCC2)nc(O)cc1=O	-16	-1.5	2	10	22	-5	-3	1.1
COc1ccc(Br)c(C(=O)Nc2cccc(Cl)c2Cl)c1	14	2.1	0	10	18	-9	2	0.88
CCCc1c(C(=O)Nc2ccc(OC)cc2)cnn1-c1ccccc1	8	2.7	-2	37	24	3	-1	1
CCOc1ccc(CCNS(=O)(=O)c2cc3c(cc2C)NC(=O)CO3)cc1OCC	-25	0.6	-1	-3	4	-19	0	0.95

Compound profiles (already shown). Order of screens: SENP6 block	MPTP inh	SENP1 inh	PfG6PD inh	SENP8 block	ATG4B inhibitor	GRIN3A LBD mod	hIAP act
Profile of Cc1ccc2[nH]c3c(=O)n4c(nc3c2c1)SCC4 → 4	-0.5	4	11	-155	-5	-1	0.88
Profile of COc1cc(C)nc(NC(=O)COc2ccc(Cl)cc2C)n1 → -40	1.1	0	18	24	-15	2	0.98

Continued:
SMILES	SENP6 block	MPTP inh	SENP1 inh	PfG6PD inh	SENP8 block	ATG4B inhibitor	GRIN3A LBD mod	hIAP act
Cc1ccc(CNC(=O)C(Cc2ccccc2)n2cccc2)cc1 (configuration not stated)	-19	3.2	2	0	8	6	-3	1
Cc1ccc(/C(N)=N/OC(=O)c2ccc3c(c2)OCO3)cc1	71*	6.4	2	28	2	6	-4	0.99
CSc1nc(N)nc2c1ncn2C1OC(CO)C(O)C1O (configuration not stated)	.	-1.9	1	-5	-20	-1	3	.
O=C(NNc1ccccc1)C(=O)NNS(=O)(=O)c1ccc(CCCl)cc1	-3	0.5	2	-36	22	-5	-2	1.8
C=CCOc1ccc(C2NC(=S)NC3=C2CCc2ccccc23)cc1 (configuration not stated)	-1	1.6	-12	27	-196	-4	-1	0.89
C[C@@H]1CCC[C@H](C)N1NC(=O)c1ccc(Cl)c(S(N)(=O)=O)c1	-20	-4.3	0	-10	12	-4	-1	0.94
COc1ccc(OC)c(N2CC(O)=C(c3nc4ccccc4s3)C2=N)c1	-18	1.6	2	17	-418	1	5	1.3
COc1ccc(C2=NOC(Cn3nc(C(=O)NCc4ccco4)cc3-c3ccccc3)C2)cc1 (configuration not stated)	-14	-1.1	-1	7	8	-1	1	0.97
COc1ccc(-c2csc3nc(-c4cccnc4)nc(Cl)c23)cc1OC	5	22	-5	50	-22	-4	-21	0.88
O=C(NC(=S)Nc1ccc(O)cc1)c1cncc(Br)c1	-5	3.7	-2	5	17	-14	0	1.1
O=C(O)c1c(Cl)cccc1Cl	-23	-1.3	-2	10	4	2	-3	0.87
CCOc1ccc(NC(=O)CN(C)C(=O)CCNC(=O)c2ccccc2Cl)cc1OCC	-17	-3.2	-3	3	1	-5	1	0.98
CCOCCCNC(=S)N1CCN(c2nc(-c3ccc(F)cc3)cs2)CC1	2	22	-3	8	-3	5	-6	1.2
OCc1ccccc1N=Cc1cccnc1	-20	0.7	-1	-2	8	2	-2	0.9
COc1ccc(F)cc1CN1CCN(c2ncnc3scc(-c4ccccc4)c23)CC1	-8	1.3	-2	29	21	-2	-4	1.2
CCCn1c(N)c(N(CCOC)C(=O)c2ccccc2)c(=O)[nH]c1=O	4	-0.7	0	-7	8	-5	1	0.93
COCCCNc1nc2c(c(=O)n(Cc3ccc(Cl)cc3)c(=O)n2C)n1C	22	1.9	-1	-15	11	3	-3	1.1
O=C(Nc1nc(-c2ccc3c(c2)OCCO3)cs1)C1CCCC1	3	3.2	-7	17	14	1	1	1.1
Cc1cc(C)n2nc(SCC(=O)N(Cc3ccccc3)C3CCS(=O)(=O)C3)nc2n1 (configuration not stated)	-9	-0.3	0	-1	-2	-6	1	1.1
Cn1c(SCC(=O)N2CCc3ccccc32)nnc1C1CC1	-8	14	3	-31	20	4	-3	0.91
Cc1ccc(S(=O)(=O)N2CCC(C(=O)OCc3ccccc3)CC2)cc1C	-15	-1.1	3	-1	12	-1	2	1
O=C1NC(=S)NC1=Cc1ccc(Cl)cc1Cl	.	1.5	-60	-15	-26	1	-6	.
CCN(CC)CCN1C(=O)C(O)=C(C(=O)c2cc3ccccc3o2)C1c1cccnc1 (configuration not stated)	-6	-1.9	-8	-2	-55	-5	1	1.2
O=c1c(O)c(-c2cccs2)oc2ccccc12	-4	4.2	-22	-20	-258	4	1	1.2
O=C1NC(c2ccccc2)Oc2ccccc21 (configuration not stated)	12	0.5	1	8	-40	-1	0	0.79
CC(C)NC(=O)c1onc(CSc2ccccc2)c1C(=O)O	-15	-0.7	3	-4	12	11	-2	0.73
COc1ccc(/C=C/C(=O)Nc2cccc(C(C)=O)c2)cc1	11	1.5	1	53	6	-20	-8	0.94
O=C(NCC1CCCO1)/C(=C/c1ccc(Cl)cc1)NC(=O)c1ccccc1 (configuration not stated)	-9	-1.1	-1	-3	10	-4	2	1.1
CC(C)=CCCC(C)CN1CCC(N2CCC(C(=O)N3CCOCC3)CC2)CC1 (configuration not stated)	-12	3.6	-3	1	4	-9	1	0.94
CCC(=O)c1cc(F)c(N2CCN(C(=O)c3ccco3)CC2)cc1C	3	0.6	3	-3	-3	-22	3	0.89
CC(C)(C)C(Cn1ccnc1)NC(=O)c1ccc2nc(C3CC3)oc2c1 (configuration not stated)	-7	-0.6	1	-8	-3	1	4	1.3
O=C(N/N=C/c1ccccn1)c1sc2ccccc2c1Cl	43	1.3	0	-28	15	-25	-3	0.99
COC(=O)c1cccc(NC(=O)CSc2nnc(C)o2)c1	-6	-3.8	-1	-24	9	4	0	1.2
CCn1cc(C(=O)N[C@@H](C)C(=O)NCCCN2CCOCC2)c(=O)c2cc3c(cc21)OCO3	-13	0.0	3	-8	-77	2	0	1.1
O=C(CNc1cccc(C(F)(F)F)c1)N/N=C/C1CCCCC1	4	8.2	0	13	12	-2	-18	1.1
COC(=O)[C@]1(CC(C)C)N[C@H](c2ccc(SC3CCCCC3)cc2)[C@@H]2C(=O)N(C)C(=O)[C@@H]21	6	0.2	1	15	6	-8	-2	0.87
CN(Cc1ccc(Br)s1)C(=O)CNC(=O)c1ccc2c(c1)OCO2	3	-2.5	2	5	7	-6	3	0.9
CN(C)c1nc(-c2ccccc2)ns1	-10	3.0	1	-7	13	5	0	1
O=C(NCCCn1ccnc1)c1ccc(Cl)cc1[N+](=O)[O-]	-7	-0.7	-8	8	-15	-4	-5	0.96
OCc1ccccc1OCCCN1CCC(Cc2ccccc2)CC1	-15	1.5	0	-3	23	8	3	1.3
COc1ccc(S(=O)(=O)N2CCCCCC2)cc1C(=O)N1CCN(C(C)=O)CC1	.	-2.2	2	4	-3	.	.	.
CCC(=O)Nc1nn(C)c2nc3c(C)cccc3cc12	15	-0.7	-25	6	-403	10	-1	1.2
COc1cc2nc(SCc3ccc(C(F)(F)F)cc3)n(Cc3cccs3)c(=N)c2cc1OC	17	8.3	-3	24	-25	-7	24*	0.94
CCOc1ccc(S(=O)(=O)NCCCn2ccnc2)cc1	3	11	-1	-12	17	-5	-2	0.92
Cc1sc2ncnc(OCC(=O)NC(C)C)c2c1C	4	-6.3	-1	-24	31	-9	-1	0.99
COc1cc2nc3n(c(=O)c2cc1OC)-c1cc2ccccc2cc1C(=O)NC3CC(C)C (configuration not stated)	.	-1.4	-2	22	-118	.	.	.
Cc1ccc(C)c(CSC2=NCCN2C(=O)c2cccs2)c1	-23	2.4	2	-9	34	12	-1	0.97
CC1CN(CCCCOc2cccc(Oc3ccccc3)c2)CC(C)O1 (configuration not stated)	-12	0.9	2	9	23	-4	0	0.85
O=C(COc1ncnc2cc(Cl)ccc12)c1ccc2c(c1)OCCO2	-2	-1.0	1	9	13	-2	3	0.79
CC1=CC(C)(C)N(C(=O)CSc2ncn[nH]2)c2ccccc21	4	-3.1	0	37	17	-4	-1	1
O=C(Nc1ccc(-c2nc3ccccc3o2)cc1)c1ccc(N2C(=O)C3C4C=CC(C4)C3C2=O)cc1 (configuration not stated)	-5	3.3	0	2	-233	-6	18*	0.79
COCCN(C(=O)COC(=O)Cc1c[nH]c2ccccc12)c1c(N)n(Cc2ccccc2)c(=O)[nH]c1=O	-4	-1.3	-2	12	8	-1	-1	0.98
CCN1CCc2c(sc(NC(=S)NC(=O)c3ccco3)c2C(N)=O)C1	8	1.2	-38	50	-252	-5	-1	0.81
CNc1nnc(SCC(=O)c2cc(C)n(C3CC3)c2C)s1	-4	-0.9	1	29	18	-3	0	1
CCCc1c(C(=O)NNc2cc(C(F)(F)F)ccc2Cl)cnn1-c1ccccc1	-7	23	1	11	6	6	-2	1
Fc1ccccc1NC(=S)NC1CCCC1	-20	0.4	1	-14	2	-4	0	1.1
COCCN(C(=O)c1ccccc1F)c1nc(-c2ccc(OC)cc2)cs1	7	-0.3	0	49	-2	-1	1	0.95
O=C(COC(=O)COc1ccccc1Cc1ccccc1)Nc1cccnc1Cl	2	1.8	5	-14	23	-8	-5	0.85
Nc1nc2c3ccccc3nc(C3CC3)n2n1	-8	-0.4	-3	-3	0	-1	2	1
